Bioassay records: PubChem BioAssay, several laboratories
Fam108B inh: blocks mouse Fam108B hydrolase in RBBP9 counter-screen. recombinant Fam108B, FP-Rh probe fluorescence polarization. AID 1947. inhibition, % at 9.51 µM. actives 0.33% (n = 300,000);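 active means inhibition above the screen mean inhibition plus 3 SD, computed separately per campaign, cut at about 18% in these data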;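 further: inhibitors lower polarization as less probe binds the enzyme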
MEX-5 binding: C. elegans MEX-5 TCR-2 RNA binding activity; Q9XUB2; MEX-5/FITC-TCR2 RNA binding, fluorescence polarization; active compounds read low; activity score (negative = inhibition of binding), % at 10 µM; actives 0.38% (n = 300,000); AID 1832;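 active means inhibition past about -25% in most replicates, and total fluorescence under double the plate's negative control median, limit read from the data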;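 further: 0% = DMSO and -100% = 5 µM competing unlabeled TCR2 RNA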
VLA-4 inh: inhibition in a human VLA-4 binding assay | P13612 | VLA-4 expressing cells, ligand binding flow cytometry | inhibition, % (about 7 µM as worked out from the volumes in the protocol) | actives 0.2% (n = 330,000) | AID 2557; in the data active means inhibition above about 50%
MCL1-BIM inh: inhibitors of human MCL1 binding to BIM-BH3 peptide; Q07820; GST-MCL1 / FITC-Bim-BH3 fluorescence polarization; inhibition, % at 10.9 µM; actives 0.68% (n = 320,000);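 active means inhibition above the mean inhibition of all tested compounds plus 3 SD, set per campaign, cut at about 40% in these data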;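 further: 0% = DMSO wells and 100% = unlabeled Bim-BH3 peptide control; higher means more loss of mP so more displacement of Bim peptide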
Bcl-xL primary: Bcl-xL (human) inhibition | GST-Bcl-xL / FITC-Bim BH3 peptide fluorescence polarization | inhibition, % at 10.9 µM | actives 0.7% (n = 320,000);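 active means inhibition above the mean of all tested compounds plus 3 SD, cutoff set per campaign, cut at about 30% in these data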;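 further: 0% = DMSO wells and 100% = unlabeled Bim-BH3 peptide competitor; inhibitors lower millipolarization by displacing the labeled peptide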
Efflux pump inh: antifungal efflux pump inhibition, Nile Red retention. S. cerevisiae Candida pump triplex. inhibition, % at 10 µM. actives 0.44% (n = 330,000);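 active means plate passing quality check with inhibition over a set limit, or well fluorescence over plate mean plus 4 SD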;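 further: Nile Red retained in pooled yeast measured as flow cytometry median fluorescence; 0% = buffer negative control and 100% = Enniatin B positive control; higher means more Nile Red kept so more efflux inhibition; some compounds called inactive have numbers as strong as hits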
GRK2 inh: human GRK2 inhibition via aptamer displacement; bead flow cytometry, FAM-aptamer displacement from GRK2; actives 0.59% (n = 330,000); inhibition of aptamer binding, % at 10 µM;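 active means inhibition of aptamer binding above 40%, roughly 3 SD of noise, on plates passing a quality check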;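 further: median bead fluorescence of bound FAM aptamer so fluorescent compounds give negative values; no value below 0 was filed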
GLD-1 TGE inh: GLD-1-TGE RNA interaction inhibition (C. elegans); actives 0.44% (n = 320,000); inhibition, % at 5.96 µM; AID 2280; purified GLD-1 + fluorescein TGE RNA, fluorescence polarization; Q17339;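 active means percent inhibition above a per-plate cutoff, the plate mean of test compounds plus 3 SD, cut at about 30% in these data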;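 further: 0% = DMSO wells with GLD-1 and probe and 100% = wells lacking GLD-1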
Target sequence (Q17339 whole entry, looked up): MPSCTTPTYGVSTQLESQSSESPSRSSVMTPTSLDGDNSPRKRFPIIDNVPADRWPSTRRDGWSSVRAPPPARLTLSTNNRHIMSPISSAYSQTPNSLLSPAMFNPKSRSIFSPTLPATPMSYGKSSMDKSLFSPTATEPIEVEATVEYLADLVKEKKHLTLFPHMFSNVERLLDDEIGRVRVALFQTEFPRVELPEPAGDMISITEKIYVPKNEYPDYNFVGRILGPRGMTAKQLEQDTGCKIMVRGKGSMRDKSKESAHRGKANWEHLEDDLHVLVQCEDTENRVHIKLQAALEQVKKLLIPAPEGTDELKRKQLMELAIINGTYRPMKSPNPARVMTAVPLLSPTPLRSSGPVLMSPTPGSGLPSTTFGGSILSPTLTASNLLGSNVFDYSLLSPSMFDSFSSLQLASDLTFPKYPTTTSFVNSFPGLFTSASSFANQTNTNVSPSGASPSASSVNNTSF
PME-1 primary: PME-1 (human) inhibition | recombinant PME-1, FP-Rh probe fluorescence polarization | inhibition, % at 5.9 µM | actives 0.53% (n = 320,000) | AID 2130;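 active means inhibition above the campaign mean of all compounds plus 3 SD, cut at about 26% in these data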;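 further: competitive labeling of PME-1 active site by serine hydrolase directed probe; 0% = PME-1 with DMSO and 100% = wells lacking PME-1 enzyme; inhibitors block probe labeling so polarization falls and inhibition rises; many of its hits are not listed in these tables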
Target sequence (Q9Y570 whole entry, looked up): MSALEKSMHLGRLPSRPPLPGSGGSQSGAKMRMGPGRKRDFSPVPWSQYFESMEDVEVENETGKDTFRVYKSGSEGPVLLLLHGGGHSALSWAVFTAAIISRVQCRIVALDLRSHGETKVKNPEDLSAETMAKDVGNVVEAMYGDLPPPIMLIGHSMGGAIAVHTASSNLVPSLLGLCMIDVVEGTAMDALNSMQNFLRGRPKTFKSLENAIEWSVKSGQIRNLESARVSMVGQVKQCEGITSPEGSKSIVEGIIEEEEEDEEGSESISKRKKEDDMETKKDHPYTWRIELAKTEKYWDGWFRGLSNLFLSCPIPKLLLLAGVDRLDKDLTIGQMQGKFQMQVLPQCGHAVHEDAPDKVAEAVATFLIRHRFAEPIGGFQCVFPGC
An asterisk follows results filed as active; x = no result given.

SMILES	Fam108B inh	MEX-5 binding	VLA-4 inh	MCL1-BIM inh	Bcl-xL primary	Efflux pump inh	GRK2 inh	GLD-1 TGE inh	PME-1 primary
N#Cc1nc(Cc2ccccc2)oc1NCCN1CCOCC1	-2.5	0.3	-0.8	-2.1	5.9	-0.1	3.0	4.2	-1.2
CC(/C=N/NC(=O)CSc1ccccn1)=C\c1ccc(C(C)C)cc1	-1.3	-1.4	-18.4	-4.1	1.0	-0.2	2.0	0.5	-8.8
CN(C)/C=C1\C(=O)N(c2ccc(Cl)cc2)CS1(=O)=O	-2.8	-0.8	-8.9	1.9	4.1	0.0	1.0	4.6	-5.3
COc1cc(C)c(NC(=O)C2CCN(S(=O)(=O)c3cccs3)CC2)cc1OC	x	x	-1.0	-21.9	-7.7	-0.1	0.0	-0.8	3.2
COc1cccc(C(=O)OCC(=O)N2CCc3ccccc3C2)c1	x	x	-8.5	x	x	0.0	0.0	7.0	x
CCNC(=S)N1CCN(S(=O)(=O)c2ccc(C)c(C)c2)CC1	4.9	-1.2	3.7	9.7	6.8	-0.1	0.0	5.8	5.9
Cc1cc(C)c(S(C)(=O)=O)c(Oc2ccccc2C)n1	-3.1	0.3	-0.9	7.0	6.6	-0.1	3.0	-4.0	-0.1
O=c1c2cc(Br)ccc2nc(-c2ccccc2)n1O	3.5	-0.6	4.2	8.1	7.2	-0.2	1.0	-2.6	-7.5
Cc1ccc(-n2ncc(C#N)c2/N=C/N2CCOCC2)cc1	0.2	-2.1	-4.2	0.9	4.6	-0.1	19.0	8.8	-3.6
Cc1ccc(C(=O)CCC(=O)Nc2ncccc2C)cc1	x	x	-0.9	-0.3	-3.8	0.1	0.0	7.5	-1.3
CSC1=N/C(=C\C=C\c2cccs2)C(=O)S1	7.0	5.1	-0.5	-15.2	-15.0	-0.2	4.0	-11.9	3.0
COc1cccc(NC(=O)COC(=O)c2c(-c3ccccc3)noc2C)c1	-0.5	1.2	5.7	10.8	3.9	-0.1	0.0	6.7	-4.4
O=C(CSc1nc(Nc2ccccc2)nc(N2CCOCC2)n1)Nc1ccc([N+](=O)[O-])cc1	-30.6	0.8	-12.1	7.0	0.9	0.2	2.0	1.0	-15.8
O=C(O)CN1C(=O)Nc2ccc(Br)cc2C1c1ccccc1 (stereo not given)	4.5	-1.4	3.6	8.8	8.7	-0.2	1.0	2.5	-0.5
O=C(COC(=O)c1cc[n+]([O-])cc1)Nc1c(Cl)cccc1C(F)(F)F	-0.5	-2.1	-12.7	4.0	0.9	-0.1	1.0	2.6	-3.8
O=S(=O)(c1ccc2[nH]c3c(c2c1)CCCC3)N1CCCCC1	0.6	1.1	-2.9	-1.8	1.4	0.0	6.0	5.6	3.8
CCn1c(COc2cccc(OC)c2)nnc1SCC(=O)NCC1CCCO1 (stereo not given)	-0.8	-1.4	-7.0	-4.5	-3.7	0.1	0.0	1.9	-7.6
N#CC1(NC(=O)CSc2nncn2-c2ccccc2F)CCCC1	x	x	14.7	-6.8	-1.8	-0.1	0.0	-1.3	-1.5
Cn1c(=O)c2c(nc(N/N=C3\CCCc4ccccc43)n2Cc2ccc(F)cc2)n(C)c1=O	7.4	-0.1	-0.1	5.6	1.6	-0.2	3.0	10.7	-4.8
O=C(OCC#CCSc1nc2ccccc2o1)c1ccco1	-1.3	1.5	-1.7	-6.4	-4.1	0.0	1.0	7.9	-2.3
NC(=O)CC(NC(=O)OCc1ccccc1)C(=O)O (stereo not given)	2.4	-3.4	23.8	2.1	2.8	-0.1	0.0	5.9	0.2
COc1cc(/C=N/NC(=S)Nc2cccc(C(=O)O)c2)ccc1O	0.5	-11.6	-6.1	3.3	8.6	0.0	1.0	4.1	1.5
Cc1cc(C)cc(-n2nnnc2SCC(=O)Nc2cccc(NC(=O)c3ccco3)c2)c1	-42.2	-2.3	-1.7	0.5	1.8	-0.1	0.0	1.6	-48.7
CC1(c2ccc(NC(=O)c3ccccc3F)cc2)CC1(Cl)Cl (stereo not given)	2.2	0.6	22.1	6.1	4.2	0.0	0.0	4.0	2.0
COc1ccccc1CCc1nnc(CCC(=O)NC(C)Cc2cccc(C)n2)o1 (stereo not given)	-6.3	0.9	x	1.9	2.7	0.1	3.0	0.2	2.4

Five compounds from above with just GRK2 inh:
Compound,GRK2 inh
CN(C)/C=C1\C(=O)N(c2ccc(Cl)cc2)CS1(=O)=O,1.0
COc1cc(C)c(NC(=O)C2CCN(S(=O)(=O)c3cccs3)CC2)cc1OC,0.0
COc1cccc(C(=O)OCC(=O)N2CCc3ccccc3C2)c1,0.0
CCNC(=S)N1CCN(S(=O)(=O)c2ccc(C)c(C)c2)CC1,0.0
Cc1cc(C)c(S(C)(=O)=O)c(Oc2ccccc2C)n1,3.0

Single values from above:
Value for COc1cc(/C=N/NC(=S)Nc2cccc(C(=O)O)c2)ccc1O under PME-1 primary: 1.5
Value for O=C(CSc1nc(Nc2ccccc2)nc(N2CCOCC2)n1)Nc1ccc([N+](=O)[O-])cc1 under GLD-1 TGE inh: 1.0

Following part
SMILES	Fam108B inh	MEX-5 binding	VLA-4 inh	MCL1-BIM inh	Bcl-xL primary	Efflux pump inh	GRK2 inh	GLD-1 TGE inh	PME-1 primary
Cc1cccc(C)c1NC(=O)CS(=O)CC(=O)N1CCN(c2ccccc2)CC1 (stereo not given)	2.0	0.0	-7.9	-7.5	0.8	-0.4	1.0	0.1	-2.7
CCC1C=C(c2ccccc2)C=CN=C1N(CC)CC (stereo not given)	-0.7	1.0	2.9	-0.3	6.6	0.1	4.0	5.1	-1.4
CN(C(=S)Nc1ccccc1)c1ccccc1	4.7	0.1	-4.0	5.6	3.5	-0.3	0.0	4.3	2.5
N#Cc1c(-c2cccs2)cc(-c2cccnc2)nc1N	3.2	0.2	-10.5	6.5	13.1	-0.1	0.0	13.9	-3.9
CCNC(=S)N1CCN=C1Nc1nc(C)cc(C)n1	-0.1	1.7	-2.4	-9.4	-5.1	-0.1	0.0	-7.2	3.5
CCOc1ccccc1NC(=O)C1CCN(C(=O)Cc2ccccc2)CC1	-4.7	0.2	1.9	1.0	0.7	0.0	5.0	8.8	-7.7
COc1cc(NC(=O)CSc2nc3ccccc3cc2C)c(C(=O)O)cc1OC	4.6	0.8	5.9	19.6	5.2	0.7	2.0	1.5	0.1
C=C1CC2C=C(NC(C)=O)CC(C1)C2 (stereo not given)	1.9	0.0	-6.1	5.8	6.9	-0.1	0.0	3.2	-4.2
CCN(CC)C(=O)CSc1nc2c(sc(=S)n2-c2ccccc2)c(=O)n1-c1ccc(OC)cc1OC	-2.4	-3.5	-5.6	1.6	5.4	0.3	3.0	-2.9	9.1
O=C(O)c1ccccc1C(=O)NCc1ccc(F)cc1	1.6	1.3	3.5	2.2	-2.5	1.2	0.0	-2.4	-1.9
CC12CCC(C(=O)N(Cc3ccccc3)Cc3ccccc3)(OC1=O)C2(C)C (stereo not given)	2.4	0.8	5.7	4.6	3.1	0.1	2.0	6.5	1.6
C=CCc1cccc2cc(C(=O)NC3CCCC3)c(=O)oc12	1.1	0.3	9.6	0.3	6.4	0.0	0.0	-3.1	-1.4
CCOC(=O)NC(=O)c1cn(Nc2ccccc2)c(=O)[nH]c1=O	1.2	-0.9	12.5	0.0	1.2	0.0	0.0	0.3	-1.6
O=C(Nc1ccccc1)Nc1cc(Cl)cc(Cl)c1	-52.6	1.3	9.7	0.8	2.1	-0.1	2.0	2.9	-51.6
O=C(Cn1c(=O)n(CCc2c[nH]c3ccccc23)c(=O)c2cccnc21)Nc1ccccc1F	-5.2	0.4	-11.0	-0.5	-0.3	-0.2	0.0	4.9	-5.7
C=CCN1CC(C(=O)N2CCC(Cc3ccc(Cl)cc3)(C(=O)OCC)CC2)CC1=O (stereo not given)	-0.9	-2.4	30.1	8.6	6.7	0.0	0.0	2.1	-0.6
COc1ccccc1C(=O)NC(C)C(c1cccs1)N1CCOCC1 (stereo not given)	3.1	0.5	10.1	-0.8	-0.7	-0.1	0.0	2.0	0.9
COCc1cc(C)nc(SCC(=O)NCc2ccco2)c1C#N	-5.7	0.9	2.2	5.9	2.7	0.1	2.0	0.6	6.7
O=C(CSc1ncn[nH]1)Nc1nc(-c2cccc([N+](=O)[O-])c2)cs1	-3.1	1.0	15.9	1.3	-0.7	-0.1	2.0	-0.6	-5.2
Cc1nnc(SCc2ccccc2)n(N)c1=O	1.4	1.8	-6.0	2.2	1.8	0.0	0.0	1.2	3.0
CC(=O)/C(=C/c1ccc(N(C)C)cc1)C(=O)c1ccccc1	-0.8	1.7	4.9	-7.8	-6.0	0.2	1.0	-3.6	-7.3
O=C(COc1ccccc1Br)c1ccc(O)cc1O	-0.4	2.1	19.3	-2.0	0.8	0.0	0.0	-1.8	-6.9
CC1(C)CC(=O)C(C=NCC2CCCO2)=C(O)C1 (stereo not given)	-0.2	x	0.1	12.3	5.2	-0.2	0.0	-0.6	1.8
Cc1ccc([N+](=O)[O-])cc1NC(=O)c1ccoc1C	3.1	1.0	4.6	17.7	9.2	-0.1	19.0	5.9	5.1
CC(C)(Oc1ccc(Cl)cc1)C(=O)Nc1ccc2oc(=O)ccc2c1	-3.5	4.8	12.4	7.9	7.4	0.0	0.0	6.5	-1.7
CCCNc1ncccc1C(N)=O	4.9	0.2	5.1	1.6	-1.5	0.0	0.0	1.8	-0.4

3 neighbouring entries out of the list so far, for reference:
SMILES	Fam108B inh	MEX-5 binding	VLA-4 inh	MCL1-BIM inh	Bcl-xL primary	Efflux pump inh	GRK2 inh	GLD-1 TGE inh	PME-1 primary
Cc1cccc(C)c1NC(=O)CS(=O)CC(=O)N1CCN(c2ccccc2)CC1 (stereo not given)	2.0	0.0	-7.9	-7.5	0.8	-0.4	1.0	0.1	-2.7
CCC1C=C(c2ccccc2)C=CN=C1N(CC)CC (stereo not given)	-0.7	1.0	2.9	-0.3	6.6	0.1	4.0	5.1	-1.4
CN(C(=S)Nc1ccccc1)c1ccccc1	4.7	0.1	-4.0	5.6	3.5	-0.3	0.0	4.3	2.5

A different layout for part of the listing above:
Molecule | Fam108B inh | MEX-5 binding | VLA-4 inh | MCL1-BIM inh | Bcl-xL primary | Efflux pump inh | GRK2 inh | GLD-1 TGE inh | PME-1 primary
CCOc1ccccc1NC(=O)C1CCN(C(=O)Cc2ccccc2)CC1 | -4.7 | 0.2 | 1.9 | 1.0 | 0.7 | 0.0 | 5.0 | 8.8 | -7.7
N#Cc1c(-c2cccs2)cc(-c2cccnc2)nc1N | 3.2 | 0.2 | -10.5 | 6.5 | 13.1 | -0.1 | 0.0 | 13.9 | -3.9
CCNC(=S)N1CCN=C1Nc1nc(C)cc(C)n1 | -0.1 | 1.7 | -2.4 | -9.4 | -5.1 | -0.1 | 0.0 | -7.2 | 3.5

A portion of the library; the hit share may differ from the screen's.
